Screening results: PubChem BioAssay, several laboratories
mABHD4 FP – inhibits mouse alpha/beta hydrolase domain 4 | purified mABHD4, FP-Rh probe fluorescence polarization | inhibition, % at 8.92 µM | 0.54% of 370,000 active | AID 720543;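 active = inhibition exceeding the mean over every tested compound plus 3 SD, cut at about 30% in these data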;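 note: 0% = plate median of compound wells and 100% = S159A mutant with DMSO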
Target sequence (Q8VD66 whole entry, looked up, the tested form may be a part): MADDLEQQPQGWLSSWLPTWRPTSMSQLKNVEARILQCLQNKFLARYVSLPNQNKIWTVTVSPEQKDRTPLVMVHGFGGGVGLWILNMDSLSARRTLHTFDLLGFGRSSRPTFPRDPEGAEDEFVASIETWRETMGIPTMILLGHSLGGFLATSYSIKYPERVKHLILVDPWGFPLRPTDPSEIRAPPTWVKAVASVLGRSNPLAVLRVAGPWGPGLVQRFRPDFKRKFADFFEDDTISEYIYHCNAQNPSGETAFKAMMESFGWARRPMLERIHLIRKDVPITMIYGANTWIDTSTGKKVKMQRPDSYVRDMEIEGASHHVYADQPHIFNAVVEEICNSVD
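Assay system: mABHD4 protein; medium: HEPES pH 7.0, NaCl, Pluronic buffer; dosing: 8.92 µM, single dose; schedule: 45 min + 60 min at 25 °C; signal: FP readout, ex 525 nm / em 598 nm; read-out: normalized percent inhibition of probe labeling; repeats: single replicate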
HTRA1 inh – HTRA1 (human) protease inhibition | inhibition, % at 5.96 µM | recombinant HTRA1, FP-rhodamine activity-based probe, fluorescence polarization | Q92743 | 0.5% of 340,000 active; in the data active = inhibition above about 36%;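 note: 0% = enzyme with DMSO and 100% = wells lacking enzyme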
Target sequence (Q92743 whole entry, looked up): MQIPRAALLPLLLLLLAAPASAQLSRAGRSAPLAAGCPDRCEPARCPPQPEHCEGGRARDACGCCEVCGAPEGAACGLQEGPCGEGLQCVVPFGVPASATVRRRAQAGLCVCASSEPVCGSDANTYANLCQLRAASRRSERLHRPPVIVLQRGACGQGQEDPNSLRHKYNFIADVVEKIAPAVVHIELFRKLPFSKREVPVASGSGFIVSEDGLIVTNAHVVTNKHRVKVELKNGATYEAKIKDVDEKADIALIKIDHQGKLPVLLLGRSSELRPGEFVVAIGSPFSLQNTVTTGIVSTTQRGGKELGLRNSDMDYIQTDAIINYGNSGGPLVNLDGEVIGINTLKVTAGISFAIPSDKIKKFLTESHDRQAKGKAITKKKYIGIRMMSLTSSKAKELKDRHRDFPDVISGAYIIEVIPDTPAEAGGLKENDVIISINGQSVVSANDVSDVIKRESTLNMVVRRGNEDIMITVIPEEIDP
GC-B act – GC-B (human) receptor activation. P20594. HEK293-GC-B cells, CNP EC30, cGMP TR-FRET; 0% at EC30 CNP, 100% saturating CNP. activation, % at 10 µM. 0.11% of 370,000 active. AID 1920062;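 active = activation at 10 µM reaching about 35% in either raw or pattern-adjusted values, limit read from the data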
LEDGF integ inh – blocks HIV-1 LEDGF/p75-dependent DNA integration; TR-FRET IN-LEDGF/p75 DNA integration, Eu/Cy5; inhibition, % at 3.7 µM; 0.64% of 370,000 active; AID 743269;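 active = inhibition above the screen-wide mean plus 3 SD, cut at about 13% in these data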;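 note: signal is the Cy5 over europium emission ratio at 671 and 618 nm; 0% = plate median of compound wells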
TDP2 inh – TDP2 (human) inhibition, absorbance primary screen | O95551 | recombinant TDP2, T5PNP hydrolysis, p-nitrophenol absorbance 415 nm | inhibition, % at 12.8 µM | 0.34% of 370,000 active | AID 720702;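 active = inhibition above the mean of all tested compounds plus 3 SD, set per campaign, cut at about 25% in these data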;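 note: 0% = DMSO with enzyme and 100% = buffer with substrate but no TDP2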
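Evaluation: % inhibition relative to enzyme-containing and enzyme-free wells. Material: recombinant human TDP2. Benchmarks: enzyme-free and DMSO wells. Timing: enzyme reaction with compound for 2 h at 37 °C. Compound dosing: 12.8 µM only. Measured by: p-Nitrophenol epi absorbance. Reagent: T5PNP substrate at 5 mM, a TopII-DNA adduct mimic. Replication: single well per compound.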
SIAE inh – blocks human sialic acid acetylesterase | Q9HAT2 | SIAE FP-Rh probe binding, fluorescence polarization | inhibition, % at 9.66 µM | 0.69% of 370,000 active | AID 1053197;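 active = inhibition above a cutoff: mean of compounds within the control limits plus 3 SD of those, cut at about 17% in these data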;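 note: 0% = plate median of compound wells and 100% = probe without SIAE protein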
MBD2 inh – MBD2-methylated oligo binding inhibition. Q9UBB5. 0.31% of 370,000 active. inhibition, % at 4.4 µM. TR-FRET, MBD2 binding to methylated oligonucleotide; in the data active = inhibition above about 13%
TCR-CD3 inh – blocks the human TCR-CD3 interaction. TAMRA-labeled TCR probe fluorescence, biochemical. inhibition, % at 9.4 µM. 0.37% of 360,000 active; in the data active = inhibition above about 19%;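 note: recombinant mutant TCR 2C K166C tagged with TAMRA read by polarization; 0% = receptor in buffer alone and 100% = receptor with positive control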
rCAG RNA binder – binds r(CAG) RNA repeats | inhibition, % at 3 µM | 1.3% of 370,000 active | r(CAG) RNA repeat, TO-PRO-1 dye displacement fluorescence;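 active = inhibition above the plate cutoff, the mean of all test compounds on that plate plus 3 SD, cut at about 35% in these data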;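 note: 0% = DMSO alone and 100% = 100 µM mitoxantrone as full dye displacement; higher means more dye released from RNA so lower well fluorescence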
PRMT1 inh – PRMT1 (human) inhibition, primary screen. inhibition, % at 2.79 µM. AID 652257. 1.3% of 370,000 active. recombinant PRMT1, activity-based probe fluorescence polarization;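 active = inhibition above about 21% made by adding two undisclosed values, limit read from the data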
* marks the source's active call; other numbers are inactive results; nt = no result given. A portion of the library. The share of hits here may be higher or lower than overall.

entry	canonical_smiles	mABHD4 FP	HTRA1 inh	GC-B act	LEDGF integ inh	TDP2 inh	SIAE inh	MBD2 inh	TCR-CD3 inh	rCAG RNA binder	PRMT1 inh
1	CCS(=O)(=O)N1Cc2cc(C(=O)N(C)C)nc(-c3cccc(-c4ccc(F)cc4)c3)c2[C@H]1CCO	0	nt	3	-2	0	0	3	-12	4	0
2	CCc1ccccc1CNC(=O)C1CCC(CNS(=O)(=O)c2cccc3cccnc23)CC1 (stereo unspecified)	-11	nt	-5	2	-5	-13	-2	nt	5	1
3	COc1ccc(OC)c(Cc2nnc(CCC(=O)NC(C3CC3)C3CC3)o2)c1	-6	3	0	-4	-10	-64	11	0	-8	2
4	C[C@H]1O[C@@H](O[C@H]2CC[C@@]3(C)C(CC[C@]4(C)C3C=CC3=C5CC(C)(C)CC[C@]5(CO)[C@H](O)C[C@]34C)[C@]2(C)CO)[C@H](O)[C@@H](O[C@@H]2O[C@H](CO)[C@@H](O)[C@H](O)[C@H]2O)[C@H]1O (stereo partly specified)	-4	-13	1	3	-2	-4	1	3	-2	2
5	Cc1ccc(NC(=O)CCN2CCC(C)CC2)cc1	1	1	5	-2	-8	-5	-3	1	4	-8
6	O=C(O)c1ccc(NC(=O)c2ccccc2Br)c(NC(=O)c2ccccc2Br)c1	-1	3	-1	4	4	9	-1	2	15	-2
7	Cc1cc(NC(=O)CSc2nnc(-c3ccco3)n2Cc2ccco2)no1	2	6	-3	-1	8	2	3	6	-5	-3
8	CC1(NC(=O)CCc2nc3sc4c(c3c(=O)[nH]2)CCCC4)CCS(=O)(=O)C1 (stereo unspecified)	-4	-3	0	4	-2	-9	0	5	28	3
9	CCN(CC)c1cc(Cl)nc(N)n1	0	1	3	2	7	-2	3	-3	0	-1
10	O=C(CNc1cccc(S(=O)(=O)N2CCOCC2)c1)Nc1ccccc1F	4	-1	3	2	5	-3	-2	7	3	-4
11	C#CCOCCOCCOCCNc1nc(N2CCN(C(=O)[C@H]([C@@H](C)CC)n3cc([C@@H](N)CO)nn3)CC2)nc(N2CCN(C(=O)[C@H](Cc3ccc(O)cc3)n3cc([C@@H](N)CC(C)C)nn3)CC2)n1	2	-3	5	-2	0	7	6	-1	1	-6
12	Cc1ccc2nc(CCc3ccc(N)cc3)[nH]c2c1	6	-4	1	-3	4	1	1	3	7	0
13	Cn1nc(C(F)(F)F)c(/C=N/OCc2c(Cl)cccc2Cl)c1Cl	4	0	-1	-3	1	4	6	5	-1	0
14	COc1ccccc1C(=O)/C=C/c1ccc(N2CCCCC2)c([N+](=O)[O-])c1	20	-4	5	-1	0	1	-1	-2	3	0
15	CCOc1ccc(CN(C)C(=O)c2cc(S(=O)(=O)N3CCCC3)ccc2C)cc1	3	-2	1	-2	-10	-14	2	4	2	1
16	COc1ccccc1C(=O)Nc1ccccc1SC	0	-1	-1	-2	1	-5	1	1	-1	0
17	O=C(NC1CCCC1)c1ccc(CS(=O)(=O)Cc2ccccc2Cl)o1	-9	3	-3	3	-19	-5	-5	-9	1	1
18	COC(=O)[C@]12C[C@H](CC(=O)NCc3ccccc3)C(=O)N(CCC3=CCCCC3)C1=C[C@H](C1CCCC1)O[C@@H]2C	-10	nt	-3	3	-10	-6	0	nt	2	3
19	O=S(=O)(Nc1ccccc1)C1CCCCC1	-4	10	4	2	-4	-3	1	4	1	1
20	CCc1nnc(NC(=O)CSc2nc3c(c(=O)n2CC)SC(C)C3)s1 (stereo unspecified)	1	0	-5	3	12	-1	-1	1	2	0

13 consecutive records from above, quoted:
entry	canonical_smiles	mABHD4 FP	HTRA1 inh	GC-B act	LEDGF integ inh	TDP2 inh	SIAE inh	MBD2 inh	TCR-CD3 inh	rCAG RNA binder	PRMT1 inh
7	Cc1cc(NC(=O)CSc2nnc(-c3ccco3)n2Cc2ccco2)no1	2	6	-3	-1	8	2	3	6	-5	-3
8	CC1(NC(=O)CCc2nc3sc4c(c3c(=O)[nH]2)CCCC4)CCS(=O)(=O)C1 (stereo unspecified)	-4	-3	0	4	-2	-9	0	5	28	3
9	CCN(CC)c1cc(Cl)nc(N)n1	0	1	3	2	7	-2	3	-3	0	-1
10	O=C(CNc1cccc(S(=O)(=O)N2CCOCC2)c1)Nc1ccccc1F	4	-1	3	2	5	-3	-2	7	3	-4
11	C#CCOCCOCCOCCNc1nc(N2CCN(C(=O)[C@H]([C@@H](C)CC)n3cc([C@@H](N)CO)nn3)CC2)nc(N2CCN(C(=O)[C@H](Cc3ccc(O)cc3)n3cc([C@@H](N)CC(C)C)nn3)CC2)n1	2	-3	5	-2	0	7	6	-1	1	-6
12	Cc1ccc2nc(CCc3ccc(N)cc3)[nH]c2c1	6	-4	1	-3	4	1	1	3	7	0
13	Cn1nc(C(F)(F)F)c(/C=N/OCc2c(Cl)cccc2Cl)c1Cl	4	0	-1	-3	1	4	6	5	-1	0
14	COc1ccccc1C(=O)/C=C/c1ccc(N2CCCCC2)c([N+](=O)[O-])c1	20	-4	5	-1	0	1	-1	-2	3	0
15	CCOc1ccc(CN(C)C(=O)c2cc(S(=O)(=O)N3CCCC3)ccc2C)cc1	3	-2	1	-2	-10	-14	2	4	2	1
16	COc1ccccc1C(=O)Nc1ccccc1SC	0	-1	-1	-2	1	-5	1	1	-1	0
17	O=C(NC1CCCC1)c1ccc(CS(=O)(=O)Cc2ccccc2Cl)o1	-9	3	-3	3	-19	-5	-5	-9	1	1
18	COC(=O)[C@]12C[C@H](CC(=O)NCc3ccccc3)C(=O)N(CCC3=CCCCC3)C1=C[C@H](C1CCCC1)O[C@@H]2C	-10	nt	-3	3	-10	-6	0	nt	2	3
19	O=S(=O)(Nc1ccccc1)C1CCCCC1	-4	10	4	2	-4	-3	1	4	1	1

The listing picks up; the 2 compounds before the break are reprinted first.
entry	canonical_smiles	mABHD4 FP	HTRA1 inh	GC-B act	LEDGF integ inh	TDP2 inh	SIAE inh	MBD2 inh	TCR-CD3 inh	rCAG RNA binder	PRMT1 inh
19	O=S(=O)(Nc1ccccc1)C1CCCCC1	-4	10	4	2	-4	-3	1	4	1	1
20	CCc1nnc(NC(=O)CSc2nc3c(c(=O)n2CC)SC(C)C3)s1 (stereo unspecified)	1	0	-5	3	12	-1	-1	1	2	0
21	Cc1cccc(C)c1Cn1c(C)c(C(=O)NCc2ccc(C#N)cc2)sc1=O	-3	nt	-1	-4	5	-3	2	0	2	4
22	Cc1ccc(S(=O)(=O)Nc2cccc(-n3cnnn3)c2)cc1C	2	-3	7	1	0	-7	0	-5	5	3
23	COc1ccc(OCCN2CCC(C(=O)NC(c3ccc(F)cc3)c3ncccc3C)CC2)cc1 (stereo unspecified)	2	nt	-2	0	-4	4	0	0	1	-1
24	CCOc1ccc(C2CC(=O)n3nc(C45CC6CC(CC(C6)C4)C5)nc3S2)cc1OC (stereo unspecified)	-2	0	-2	4	0	0	4	-3	2	0
25	O=C(c1ccc(-c2ccccc2Cl)o1)N1CCN(S(=O)(=O)c2cccs2)CC1	1	-8	-11	6	-1	-14	-5	0	4	7
26	CCOC(=O)CN(C(=O)CNC(=O)c1ccco1)C(C(=O)NC1CCCCC1)c1cccs1 (stereo unspecified)	-16	-6	-2	2	-4	5	-4	-5	-2	1
27	CC1(C)Cc2nc(N3CCCC3)c(C#N)cc2CO1	-1	-3	-8	-2	4	3	-2	-5	-2	1
28	COc1ccc(OC2(C)CCN(Cc3ccccc3OC(F)F)C2)cc1 (stereo unspecified)	4	nt	-6	2	-11	2	2	-1	-3	-2
29	O=C(Nc1cccc(C(F)(F)F)c1)c1scc2c1OCCO2	1	3	-4	-1	7	-4	3	2	1	-1
30	Cc1nn2c(-c3ccncc3)ccnc2c1Cl	0	3	-5	-2	2	10	2	4	-1	2
31	O=C(O)c1cc(S(=O)(=O)NC(Cc2c[nH]c3ccccc23)C(=O)O)ccc1Cl (stereo unspecified)	7	11	2	-3	9	2	2	0	14	1
32	O=C(c1cc(C(=O)N2CCOCC2)c2nc3ccccc3n2c1)c1ccccc1O	-6	nt	0	9	-12	-5	0	1	7	-3
33	O=C(COC(=O)C1CC1)NCCc1ccc(Cl)cc1	-2	-2	0	-2	5	2	-2	2	-4	-2
34	O=C(NCC1CCCO1)c1nn2c(C(F)(F)F)cc(-c3cccs3)nc2c1Cl (stereo unspecified)	-4	2	9	-3	-5	-1	-2	-1	-7	1
35	COc1cc(Nc2cc(C)n(-c3cc(OC)cc(OC)c3)c(=O)c2)cc(OC)c1	0	nt	2	-2	1	-3	-5	7	6	1
36	CC(=O)c1ccc(Oc2ncnc3sccc23)cc1	-1	1	-1	-2	1	-12	-2	-1	-1	14
37	O=C(COc1ccc(S(=O)(=O)N2CCOCC2)cc1)N1CCCCCC1	-1	-3	2	0	10	0	-3	0	0	-1
38	COc1ccc(-c2[nH]c(-c3ccc(C)cc3)nc2SCC(=O)Nc2nccs2)cc1	-4	-12	-7	1	-13	3	-2	-6	18	7
39	O=C(Cc1ccccc1)NCC(=O)N/N=C/c1cccs1	3	4	3	-6	-12	-2	-3	-5	0	0
40	CC(OC(=O)c1nsc(Cl)c1Cl)C(=O)NC1CCCCC1 (stereo unspecified)	-4	4	-5	-1	16	6	0	2	-3	-4
41	O=C(COc1cccc2cccnc12)NCc1cccs1	6	14	-8	-6	-4	0	-1	-4	6	3
42	CC(C)[C@H](CO)NC(=O)[C@H]1O[C@@H](n2ccc(=O)[nH]c2=O)[C@H](O)[C@@H]1O	-3	nt	0	-2	6	70*	-2	-3	2	-5
43	COc1cccc(CSc2nnc(CSc3nc4nc(C)cc(C)n4n3)s2)c1	8	4	3	2	0	2	3	-6	-9	-2
44	O=c1oc2ccccc2cc1-c1csc(Nc2ccc(O)cc2)n1	19	36	-6	5	-23	7	-1	-8	39*	3
45	CCO[C@H]1OC(C(=O)N2CCOCC2)=C[C@@H](c2cn(C(C)=O)c3ccccc23)[C@@H]1CCCO	1	-3	0	4	5	0	0	8	-6	-2
46	O=C(Nc1cccnc1)C1CC(=O)N(c2ccc(F)cc2)C1 (stereo unspecified)	4	-2	-7	-4	11	7	-2	-5	8	4
47	Cc1ccc(S(=O)(=O)N2CCN(Cc3cc(=O)n4ccccc4n3)CC2)cc1C	2	-9	-1	-5	5	7	0	1	1	3
48	O=C(O)C1CCC(=O)N(C2CCCCC2)C1c1ccccc1 (stereo unspecified)	-4	12	-3	0	-6	-2	4	-6	3	2
49	Cc1cccc(NNC(=S)Nc2ccccc2)c1	18	11	3	-4	3	6	4	-5	4	9
50	COc1cc(OC)c(NS(=O)(=O)c2cc(Br)cnc2N)cc1Cl	6	3	-5	-4	-20	-6	4	2	17	1
51	CCOC(=O)c1nc(C)sc1-c1ccnn1S(=O)(=O)c1ccc(Cl)cc1Cl	-2	-31	-2	-1	-3	-10	4	0	-4	2
52	CCOc1cc(S(=O)(=O)NCCCn2ccnc2)ccc1Cl	-4	-2	5	3	-13	-3	3	-5	-4	-1
